Source: PubChem
FN deposition inh – fibronectin deposition inhibition | AH1F fibroblasts, Alexa488-fibronectin deposition fluorescence, overnight | AID 743247 | inhibition, % at 12.6 µM | 0.086% of 350,000 active;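 active = mean inhibition across replicates of 30% or more, regardless of how many single replicates reach that level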;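 also: positive control wells lacked labelled fibronectin entirely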
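Material: AH1F fibroblast monolayer depositing Alexa488-labelled fibronectin into matrix / Amount: 10000 AH1F cells per well / Signal: fluorescence 485/525 nm / Medium: DMEM, 2% serum / Compound: single dose, pinned / Incubation: 1 h cell adhesion before compound, then overnight fibronectin incubation / Reagent: Alexa488-FN, 24 nM final / Read-out: inhibition of fibronectin deposition signal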
S100A4 inh HTS – S100A4-myosin IIA interaction inhibition; inhibition, % at 10.7 µM; S100A4/TAMRA-MyoIIA peptide fluorescence polarization; 0.14% of 360,000 active;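 active = mean inhibition of at least 70% across replicates, with every replicate also reaching that level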
Target sequence (P26447 whole entry, looked up): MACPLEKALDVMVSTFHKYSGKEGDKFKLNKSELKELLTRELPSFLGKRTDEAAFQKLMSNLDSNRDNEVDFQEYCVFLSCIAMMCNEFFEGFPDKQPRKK
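Test system: S100A4 monomer protein; Medium: HEPES pH 7.2 with CaCl2, KCl, NaCl, DTT, Triton; Probe or stimulus: TAMRA-labelled myosin IIA heavy-chain peptide probe, 5 nM; Doses: one dose per compound; Times: polarization read 5 min after assay mix addition, stable 5–60 min; Benchmarks: neutral control DMSO, positive control TFP.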
E-selectin induc – E-selectin induction on HUVECs; activation, % at 7.58 µM; P16581; 0.37% of 260,000 active; HUVEC E-selectin immunofluorescence imaging; normalized: neutral wells 0, TNF-alpha wells 100;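 active = mean E-selectin-positive cell signal at least 10% of the positive control, reached in at least 60% of replicates, without over 20% cell loss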;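 also: in these data hits start at about 27%; measured in HUVEC primary endothelial cells; signal is the percent of cells scored E-selectin positive by PE staining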
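assay system = HUVEC, human umbilical vein endothelial cells | input = 3,000 HUVEC seeded per well | medium = EGM-2 growth medium on 0.1% gelatin-coated wells | dosing = one compound dose added by pin transfer | signal = immunofluorescence imaging | read-out basis = % PE-positive cells | control set = TNF-alpha, DMSO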
Xi reactivation – activators of X-chromosome reactivation in mouse fibroblasts; activation, % at 7.58 µM; XiGFP mouse fibroblasts, % GFP-positive cells imaging, 3 d; cells co-treated with 5-aza-dC sensitizer; scaled so ellipticine positive control = 100%; 0.055% of 360,000 active;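 active = mean normalized replicate activation at least 10% and every replicate at or above 10%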;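 also: 0% = median of on-plate neutral control wells and 100% = ellipticine 6 µM median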
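System: 68-5-11 XiGFP fibroblast line; Timing: 3 days compound exposure; Compound dosing: one concentration, pinned; Benchmarks: positive control ellipticine, 6 µM final; Buffer or medium: DMEM containing 5-aza-dC.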
RAD52 inh – inhibitors of human RAD52 DNA annealing; recombinant RAD52 DNA annealing, FRET fluorescence; inhibition, % at 18.7 µM; 0.46% of 360,000 active; AID 651710;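 active = every replicate showing at least 50% inhibition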
Target sequence (P43351 whole entry, looked up): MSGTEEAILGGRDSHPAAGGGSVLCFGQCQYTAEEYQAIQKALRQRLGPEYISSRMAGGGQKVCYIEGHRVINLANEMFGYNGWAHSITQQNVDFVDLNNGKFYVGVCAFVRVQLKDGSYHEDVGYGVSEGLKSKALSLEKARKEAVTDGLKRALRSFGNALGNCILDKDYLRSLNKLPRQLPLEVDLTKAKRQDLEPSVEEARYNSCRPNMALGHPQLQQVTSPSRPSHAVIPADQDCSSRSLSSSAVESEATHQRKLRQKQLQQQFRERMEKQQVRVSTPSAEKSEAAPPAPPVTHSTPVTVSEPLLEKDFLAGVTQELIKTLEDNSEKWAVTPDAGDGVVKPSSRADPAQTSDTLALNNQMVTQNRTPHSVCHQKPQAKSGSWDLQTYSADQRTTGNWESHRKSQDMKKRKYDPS
RAD54 branch – RAD54 (human) branch migration inhibition; Q92698; 0.14% of 360,000 active; RAD54 Holliday junction branch migration, FAM/BHQ fluorescence; AID 602329; inhibition, % at 10.4 µM;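 active = mean normalized replicate activity at least 40 and at least half of replicates scoring 40 or more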;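 also: 0% = median of neutral control wells and 100% = median of positive control wells; inhibitors cause a drop in the FAM fluorescence signal; in these data hits start at about 50%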
EWS-Fli block – EWS/Fli transcriptional activity inhibition; A673 NR0B1-luciferase reporter, viability-normalised; inhibition, % at 12.6 µM; 0.67% of 350,000 active; AID 651661;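 active = mean inhibition of at least 50% after viability correction, with every replicate also passing that limit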;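 also: firefly luciferase signal divided by Alamar Blue viability fluorescence both relative to DMSO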
esBAF inh – SWI/SNF esBAF complex inhibition. mouse ES cells, Bmi1-luciferase knock-in reporter, 24 h; 100% = twice the neutral-well signal. reporter increase, % at 12.5 µM. 2% of 350,000 active; in the data active = activation above about 40%;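 also: 0% = median of the plate's neutral control wells and 100% = double that signal; a rise in the Bmi1 reporter signal indicates esBAF inhibition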
Starred values were filed as active, the others as inactive; . = not tested or not shown.

SMILES | FN deposition inh | S100A4 inh HTS | E-selectin induc | Xi reactivation | RAD52 inh | RAD54 branch | EWS-Fli block | esBAF inh
Nc1cc(=O)[nH]c(SCC(=O)NCCC2=CCCCC2)n1 | -2 | 0 | -0.3 | 0.2 | -12 | -5 | 1 | 0
O=[N+]([O-])c1cc(S(=O)(=O)Nc2ccccc2)ccc1N1CCN(c2ccccc2)CC1 | -56 | -5 | -1.4 | 0.2 | -3 | 5 | 10 | .
O=C(O)c1ccccc1Nc1ccccc1C(=O)O | . | -3 | . | . | -7 | 4 | 15 | -12
O=S(=O)(c1ccc(Cl)cc1)N1CCN(c2nc(C(F)(F)F)nc3ccccc23)CC1 | 1 | 0 | -0.4 | -0.1 | 0 | -4 | 12 | -6
O=C(O)c1ccc(-n2nnc3ccccc32)c([N+](=O)[O-])c1 | 3 | 0 | 0.1 | 0.0 | -12 | -8 | 3 | -3
O=C(c1cc(-c2ccccc2)on1)N(Cc1cccnc1)C(c1ccccn1)c1nc2ccccc2[nH]1 (stereo unspecified) | -2 | -3 | -1.4 | 0.0 | -38 | 3 | -1 | 8
C[C@@H]1CN([C@H](C)CO)C(=O)c2cc(-c3ccc(F)cc3)cnc2O[C@H]1CN(C)Cc1cncnc1 | -9 | 107* | 0.7 | -1.4 | 21 | -10 | -7 | -22
CCn1c(CNC(=O)c2ccco2)nnc1SCC(=O)c1ccc(OC)cc1 | 0 | 1 | 0.2 | -0.1 | -10 | . | -2 | -5
O=S(=O)(c1cccs1)N1CN(C2CCCCC2)c2nc3ccccc3nc21 | 2 | -5 | . | -0.1 | -10 | 15 | -3 | 8
CCN(CC)CCNC(=O)c1cn(C)c2ccc(S(=O)(=O)N(C)C3CCCCC3)cc2c1=O | -12 | 5 | -0.1 | 0.2 | -16 | -6 | 0 | 7
CC(C)c1csc(CN2CCC(N3CCC(C(=O)N4CCOCC4)CC3)CC2)n1 | -4 | 1 | 0.0 | -0.3 | -26 | 10 | -11 | -5
O=C(C[C@H]1CC[C@H]2[C@@H](COC[C@@H](O)CN2Cc2ccc(Oc3ccccc3)cc2)O1)N1CCCCC1 | -1 | 9 | 0.0 | -0.1 | 10 | -1 | 20 | 7
CCCCn1c(N)c(N(CCC(C)C)C(=O)c2ccc(C)o2)c(=O)[nH]c1=O | 4 | 1 | 6.1 | -0.1 | -2 | -10 | -1 | -5
O=C(CCN=C1NS(=O)(=O)c2ccccc21)Nc1ccc(F)cc1Cl | 7 | -3 | -2.8 | 0.1 | -2 | -14 | 3 | -2
O=C(CN1CC[n+]2c(-c3cccs3)csc21)c1ccc(-c2ccccc2)cc1 | 3 | 18 | 3.6 | 0.1 | 27 | . | 7 | .
CCC(C)(C)C1CCC2(CC1)NC(=O)N(CC(=O)NCCCc1ccccc1)C2=O (stereo unspecified) | 0 | -2 | -0.1 | 0.1 | 2 | 11 | 5 | 0
O=C(N=Nc1c(O)[nH]c2ccccc12)c1cc(-c2ccc(F)cc2)n[nH]1 | -8 | 7 | -1.1 | 0.5 | -3 | . | 5 | .
O=C(CC(=O)Nc1cccc(Cl)c1Cl)Nc1cccc(Cl)c1Cl | 2 | 0 | . | 0.0 | -22 | -7 | 3 | -4
O=C(NC[C@H]1[C@H](c2ccccc2)[C@H](CO)N1C(=O)Cc1cccnc1)C1CC1 | 3 | -6 | -0.1 | 0.0 | -12 | -2 | -1 | -2
CC(=O)N(C)C[C@H]1Oc2cc(C#CC(C)C)ccc2S(=O)(=O)N([C@H](C)CO)C[C@@H]1C | -2 | -51 | 0.0 | 0.1 | 12 | -11 | 1 | 1
Fc1ccccc1-c1csc(-c2cccnc2)n1 | -4 | 2 | 1.0 | 0.1 | 0 | 2 | -78 | 36
N#Cc1nc(COc2ccccc2)oc1N1CCCCC1 | -2 | 6 | -0.1 | 0.3 | -10 | 1 | -20 | 60*
CCC(=O)N1CCCC(C)(C(=O)NS(=O)(=O)c2cccs2)C1 (stereo unspecified) | . | -1 | . | 0.0 | -5 | -3 | 16 | 6
O=C(C[C@H]1C[C@H]2c3cc(NC(=O)Nc4ccccc4F)ccc3O[C@H]2[C@H](CO)O1)NCc1ccncc1 | -17 | 0 | 0.1 | 0.0 | -7 | -4 | -2 | -2
Cc1noc(C)c1NC(=O)Nc1ccc2c(c1)C(=O)N([C@H](C)CO)C[C@H](C)[C@@H](CN(C)Cc1ccc(C(F)(F)F)cc1)OCCCC[C@@H](C)O2 | . | -9 | 0.0 | -0.3 | 27 | -11 | -2 | 1

Fetched by structure from above (6):
SMILES | FN deposition inh | S100A4 inh HTS | E-selectin induc | Xi reactivation | RAD52 inh | RAD54 branch | EWS-Fli block | esBAF inh
O=C(c1cc(-c2ccccc2)on1)N(Cc1cccnc1)C(c1ccccn1)c1nc2ccccc2[nH]1 (stereo unspecified) | -2 | -3 | -1.4 | 0.0 | -38 | 3 | -1 | 8
C[C@@H]1CN([C@H](C)CO)C(=O)c2cc(-c3ccc(F)cc3)cnc2O[C@H]1CN(C)Cc1cncnc1 | -9 | 107* | 0.7 | -1.4 | 21 | -10 | -7 | -22
Nc1cc(=O)[nH]c(SCC(=O)NCCC2=CCCCC2)n1 | -2 | 0 | -0.3 | 0.2 | -12 | -5 | 1 | 0
CCC(C)(C)C1CCC2(CC1)NC(=O)N(CC(=O)NCCCc1ccccc1)C2=O (stereo unspecified) | 0 | -2 | -0.1 | 0.1 | 2 | 11 | 5 | 0
O=C(O)c1ccc(-n2nnc3ccccc32)c([N+](=O)[O-])c1 | 3 | 0 | 0.1 | 0.0 | -12 | -8 | 3 | -3
CCC(=O)N1CCCC(C)(C(=O)NS(=O)(=O)c2cccs2)C1 (stereo unspecified) | . | -1 | . | 0.0 | -5 | -3 | 16 | 6

The results go on:
SMILES | FN deposition inh | S100A4 inh HTS | E-selectin induc | Xi reactivation | RAD52 inh | RAD54 branch | EWS-Fli block | esBAF inh
Cc1ccc(S(=O)(=O)N(C)C[C@H]2OCCCC[C@H](C)Oc3ccc(NC(=O)Nc4c(C)noc4C)cc3C(=O)N([C@H](C)CO)C[C@H]2C)cc1 | 6 | 1 | . | 0.0 | -22 | 3 | -5 | -2
O=C(NC1CCCC1)C(c1ccccc1)n1c(-c2cccc3ccccc23)nc2ccccc21 (stereo unspecified) | 18 | -5 | -0.2 | -0.1 | -16 | . | 1 | .
C[C@@H]1CN([C@@H](C)CO)S(=O)(=O)c2ccc(-c3ccc(C#N)cc3)cc2O[C@H]1CN(C)C(=O)CN(C)C | 3 | 5 | -0.3 | -0.1 | 16 | 1 | -2 | -3
CSCc1ccc(C(=O)OCc2nc3ccccc3s2)o1 | 0 | -7 | -0.1 | 0.3 | -72 | -7 | -82 | .
O=C(CCN1C(=O)C2CCCCC2C1=O)Nc1ccc(F)c(F)c1F (stereo unspecified) | -3 | -6 | -0.1 | 0.3 | -17 | -14 | 0 | .
O=C(C1CC1)N1CCCCN2[C@@H](CO)[C@H](c3ccc(C#CC4(O)CCCC4)cc3)[C@@H]2C1 | . | 29 | . | . | 7 | -5 | 16 | .
COc1ccc(-c2cnc3c(c2)C(=O)N([C@H](C)CO)C[C@@H](C)[C@@H](CN(C)C(=O)C2CC2)O3)cc1 | . | . | 0.5 | -1.2 | . | . | 1 | 2
Cc1cccc(NS(=O)(=O)c2cccc(C(=O)NCC(C)(C)N3CCOCC3)c2)c1 | . | 2 | 0.2 | 0.0 | -9 | -1 | . | 11
O=C1N/C(=N\N=C\c2ccco2)SC1Cc1ccccc1[N+](=O)[O-] (stereo unspecified) | 3 | 1 | -1.3 | 0.1 | -8 | . | -49 | .
Cc1ccc(C)c(CN2CCC(CNC(=O)Nc3ccc(C)c(C)c3)CC2)c1 | 2 | 1 | 0.2 | 0.0 | -4 | 13 | 17 | -2
CCC(C)(NC=O)C(=O)Nc1c(C)cccc1C (stereo unspecified) | -90 | -2 | 13 | 0.3 | -8 | . | 9 | .
[N-]=[N+]=NC[C@H](c1ccccc1)N1CCN(Cc2ccccc2)CCC1=O | -4 | 12 | . | 0.0 | -27 | 1 | -4 | 9
O=C(CSCc1cc(=O)n2nc(C3CC3)sc2n1)Nc1ccc(F)cc1 | 14 | 7 | . | -0.1 | -7 | 2 | . | -8
O=C(O)C[C@H]1C=C[C@@H](NC(=O)CCN2CCCCC2)[C@H](CO)O1 | -11 | 19 | -0.4 | -0.1 | -10 | . | . | .
Cc1cc(C)n(CCN(C)c2nc3nonc3nc2N2CCCCC2)n1 | -1 | -12 | 0.0 | 0.0 | -11 | . | -12 | .
CC(C)(C)NCc1ccc(OCc2cccs2)cc1 | -5 | -7 | -0.1 | 0.0 | -6 | 12 | -6 | 3
Cc1cc(C)n(CC(=O)N2CCCC(N3CCN(c4ccc(F)cc4)CC3)C2)n1 (stereo unspecified) | -2 | -2 | -0.1 | 0.1 | -11 | 7 | -6 | -8
COc1cccc(C(=O)NCCSc2ccc(C)cc2)c1 | 3 | -9 | 0.0 | 0.1 | -17 | . | -8 | .
O=c1c2ccccc2nc(COc2ccccc2)n1/N=C/c1ccc(O)cc1O | 13 | 2 | 7.5 | . | -14 | . | -9 | .
CC(C)NC(=O)Nc1ccc2c(c1)C(=O)N([C@@H](C)CO)C[C@@H](C)[C@H](CN(C)S(=O)(=O)c1ccccc1)OCCCC[C@H](C)O2 | -5 | -16 | 0.1 | -0.2 | 2 | 1 | 2 | -5
COc1ccc(/C=N/NC(=S)Nc2cc(C(F)(F)F)ccc2Cl)cc1 | 2 | -22 | . | 0.3 | -10 | -8 | 27 | .
O=C(NCC[C@@H]1CC[C@@H](NC(=O)c2ccccc2F)[C@@H](CO)O1)c1cnccn1 | -3 | 15 | -0.2 | 0.1 | -14 | -3 | 2 | -1
O=C(O)c1cc(S(=O)(=O)Nc2cccc(Oc3ccccc3)c2)ccc1Br | 1 | -7 | -0.1 | 0.1 | -19 | -2 | -6 | 0
CCC(=O)N1[C@@H]2c3ccc(-c4ccncc4)c(=O)n3C[C@H]1[C@H](CO)[C@H]2C(=O)N1CCc2ccccc2C1 | . | -1 | 0.3 | 0.3 | -8 | -2 | 3 | -3
COc1ccccc1NC(=O)Cn1nnc(-c2ccccc2NC(=O)c2cnccn2)n1 | -7 | -3 | 0.3 | 0.0 | -7 | . | 12 | .
